# M5 antag – human M5 muscarinic receptor antagonists, primary screen, CHO cells, Fluo-8 calcium fluorescence | inhibition, % at 3 µM | Muscarinic acetylcholine receptor M5 (Homo sapiens), P08912 | CHO-hM5 cells, ACh EC80 | 360,000 tested, 0.59% active | AID 624040, 2012;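 active = inhibition above a per-plate cutoff, the mean of that plate's test compounds plus 3 SD, cut at about 27% in these data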;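 note: 0% = acetylcholine EC80 with DMSO and 100% = DMSO without agonist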
# Target sequence (P08912 whole entry, looked up): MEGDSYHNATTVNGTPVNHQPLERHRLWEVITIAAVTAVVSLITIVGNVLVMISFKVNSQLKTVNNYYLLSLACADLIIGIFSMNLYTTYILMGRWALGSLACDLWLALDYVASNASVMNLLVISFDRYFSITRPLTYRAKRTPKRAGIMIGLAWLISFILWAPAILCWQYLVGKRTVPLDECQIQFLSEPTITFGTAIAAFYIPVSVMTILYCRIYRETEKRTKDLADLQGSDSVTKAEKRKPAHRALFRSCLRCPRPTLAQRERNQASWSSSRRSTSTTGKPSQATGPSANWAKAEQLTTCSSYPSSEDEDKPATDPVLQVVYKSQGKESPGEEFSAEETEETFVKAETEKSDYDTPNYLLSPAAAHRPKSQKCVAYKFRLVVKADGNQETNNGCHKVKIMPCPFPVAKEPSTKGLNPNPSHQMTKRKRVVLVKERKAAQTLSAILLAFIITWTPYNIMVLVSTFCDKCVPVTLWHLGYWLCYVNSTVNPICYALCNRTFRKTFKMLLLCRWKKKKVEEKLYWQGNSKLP
# CHRM4 PAM – human M4 muscarinic receptor positive allosteric modulators, primary screen, CHO-K1 cells, Fluo-8 calcium fluorescence; Muscarinic acetylcholine receptor M4 (Homo sapiens), P08173; CHO-K1 hM4/Gqi5, ACh EC20; 0% = ACh EC20, 100% = maximal ACh; activation, % at 3 µM; 360,000 tested, 0.4% active;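 active = activation above its plate's cutoff, the mean activation of sample wells plus 3 SD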; note: some results filed as inactive read as strong as hits
# Target sequence (P08173 whole entry, looked up): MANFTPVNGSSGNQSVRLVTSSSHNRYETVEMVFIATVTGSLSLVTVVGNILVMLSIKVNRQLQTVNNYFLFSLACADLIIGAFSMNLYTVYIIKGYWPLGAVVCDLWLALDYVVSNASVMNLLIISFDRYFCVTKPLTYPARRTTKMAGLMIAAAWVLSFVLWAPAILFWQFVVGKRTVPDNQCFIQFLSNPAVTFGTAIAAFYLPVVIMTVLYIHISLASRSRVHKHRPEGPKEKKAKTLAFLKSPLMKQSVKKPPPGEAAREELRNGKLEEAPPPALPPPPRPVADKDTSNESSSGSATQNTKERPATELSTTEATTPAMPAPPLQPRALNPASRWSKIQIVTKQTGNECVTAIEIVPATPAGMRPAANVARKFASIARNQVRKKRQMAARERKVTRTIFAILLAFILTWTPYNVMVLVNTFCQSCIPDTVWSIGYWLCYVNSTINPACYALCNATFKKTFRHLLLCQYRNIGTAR
# CRFBP-R2 block – antagonists of CRF-BP/CRF-R2 complex, primary screen, cell-based, HEK293, calcium dye fluorescence, uHTS | 350,000 tested, 0.59% active | AID 588475, 2011 | inhibition, % at 11.8 µM | CRF-induced calcium fluorescence;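 active = inhibition of the ligand-induced calcium signal above about 50% at the single tested concentration, limit read from the data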
# CRFR2-BP ag – agonists of CRF-BP/CRF-R2 complex, primary screen, cell-based, HEK293, calcium dye fluorescence, uHTS; CRF-binding protein / CRF receptor 2 complex (human); calcium dye fluorescence (FLIPR); percent of saturating CRF peptide response; activation, % at 13.2 µM; 350,000 tested, 0.46% active; AID 588473, 2011;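 active = activation of at least 50%, plus an integration ratio under a set limit after plate pattern correction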;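 note: plate controls were neutral control wells without compound for no effect and CRF at EC100 for full effect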
# CHRM5 PAM – human M5 muscarinic receptor positive allosteric modulators, primary screen, CHO-K1 cells, Fluo-8 calcium fluorescence; Muscarinic acetylcholine receptor M5 (Homo sapiens), P08912; CHO-K1 hM5, ACh EC20 PAM; 0% = ACh EC20, 100% = ACh EC100; activation, % at 3 µM; 360,000 tested, 0.3% active; AID 624038, 2012;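 active = activation above the run cutoff, the mean activation of all test compounds plus 3 SD, cut at about 18% in these data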
#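 Test system: CHO-K1 hM5 cells / Doses: single-point, 3 µM nominal / Times: Post-acetylcholine fluorescence recording 140 s / Technique: Fluo-8 calcium fluorescence / Measure: Max/basal fluorescence ratio as % of EC20–EC100 ACh window / Benchmarks: low control EC20 acetylcholine (0%), high control EC100 acetylcholine (100%) / Replicates: one well per compound, no replicates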
# CHRM5 agonist – human M5 muscarinic receptor agonists, primary screen, CHO-K1 cells, Fluo-8 calcium fluorescence; CHO-K1 hM5 cells; 0% DMSO wells, 100% maximal acetylcholine response; AID 624037, 2012; activation, % at 3 µM; 360,000 tested, 0.19% active;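 active = activation above the run's mean over test compounds plus 3 SD, cut at about 23% in these data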;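 note: signal is peak over basal fluorescence ratio across the kinetic read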
# CHRM4 antagonist – human M4 muscarinic receptor antagonists, primary screen, CHO cells, Fluo-8 calcium fluorescence; CHO-hM4 cells, ACh EC80; inhibition, % at 3 µM; 360,000 tested, 0.73% active; AID 624125, 2012;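 active = inhibition above its plate's cutoff, the mean inhibition of sample wells plus 3 SD, cut at about 27% in these data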;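 note: 0% = acetylcholine EC80 with DMSO and 100% = DMSO without agonist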
# IDE inh – human IDE inhibitors in live cells, primary screen, fluorescence polarization, HEK cells, FAbetaB substrate. 320,000 tested, 0.41% active. FAbetaB cleavage. inhibition, % at 5.59 µM. Insulin-degrading enzyme (Homo sapiens), P14735;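 active = percent inhibition above the average of all tested compounds plus 3 SD, set per screening campaign, cut at about 16% in these data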;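 note: IDE supplied by intact live HEK cells; FP after avidin binding of uncleaved biotin substrate so inhibition keeps polarization high; 0% = DMSO wells and 100% = 60 µM reference IDE inhibitor Ii1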
# CHRM4 agonist – human M4 muscarinic receptor agonists, primary screen, CHO-K1 cells, Fluo-8 calcium fluorescence; CHO-K1 hM4/Gqi5; vehicle 0%, full acetylcholine response 100%; activation, % at 3 µM; 360,000 tested, 0.14% active;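 active = activation above the run mean over all test wells plus 3 SD, cut at about 32% in these data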;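 note: peak over basal fluorescence ratio per well then scaled between controls; 0% = DMSO wells and 100% = acetylcholine at EC100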
# An asterisk follows results filed as active; nt = not tested or not shown; & = joins results of further samples. Rows are unselected; about 2.9% have a hit in one of these screens.
M5 antag	CHRM4 PAM	CRFBP-R2 block	CRFR2-BP ag	CHRM5 PAM	CHRM5 agonist	CHRM4 antagonist	IDE inh	CHRM4 agonist	Compound
15.1	4.0	-14.3	0.6	-2.2	-5.1	5.7	-4.2	-0.3	COCCn1cnc2c1c(=O)n(Cc1ccccc1C#N)c(=O)n2Cc1ccccc1
3.3	7.2	3.3	2.0	-6.9	-3.9	4.1	0.6	1.3	C=CCN=C1N[C@@H](c2cccc(C(F)(F)F)c2)C(C(=O)OC)=C(C)N1CC
-3.1	1.1	22.7	2.1	8.9	-2.3	-2.9	6.0	0.3	COc1ccc(S(=O)(=O)O/N=C2\CCCc3ccccc32)cc1
9.8	2.1	nt	nt	0.5	2.0	-11.0	nt	0.5	CCCCNC(=O)C1(C)CCN1C(=O)c1ccc2c(c1)CCO2 (stereo unspecified)
-2.1	3.3	8.0	-0.6	2.3	-0.6	8.0	-3.8	0.1	O=C(O)c1cccc(NC(=O)c2cccc(NC(=O)C3CCCO3)c2)c1 (stereo unspecified)
0.4	-5.0	14.7	-1.1	-2.9	-0.4	2.4	0.9	2.6	O=C(Nc1ncnc2sc3c(c12)CCC3)c1ccco1
0.6	-7.5	13.1	-4.7	1.9	-4.2	-1.5	-6.8	2.1	CC(C)Cc1ccc(/C=C/C(=O)N2CCOCC2)cc1
-8.2	3.8	-3.9	4.1	4.6	0.3	-2.6	1.6	-0.1	Cc1ccccc1NC(=O)Nc1nnc(CC(=O)NCc2ccccc2)s1
4.7	5.3	4.3	2.1	3.5	-3.3	-3.9	2.4	2.8	CSCc1nc2sc(C(=O)Nc3nc(C)cs3)c(C)c2c(=O)[nH]1
4.7	-3.3	-17.7	3.0	-0.9	-1.0	11.2	4.1	-0.2	CCc1cc2c(=O)c(-c3cnn(-c4ccccc4)c3)c(C)oc2cc1OCC(=O)Nc1ccc(F)c(F)c1
-0.5	-1.4	17.1	1.0	-3.6	-2.2	6.6	2.7	0.1	O=C(COC(=O)c1ccco1)Nc1ccc2c(c1)OCO2
-1.6	14.3*	2.4	0.4	2.9	1.1	-21.1	6.0	0.3	COc1ccc(C(=O)n2cnc3ccccc32)cc1
-3.6	19.9	11.0	-0.4	-6.5	-3.0	-5.0	9.7	-3.0	Cc1cccc(CSc2ccc(-c3ccco3)nn2)c1
6.1	6.5	-30.8	2.0	0.3	-0.8	-1.0	3.9	0.4	COc1ccc(CCNC2CC(=O)N(N(C)C)C2=O)cc1OC (stereo unspecified)
10.5	-6.0	-2.4	-4.0	-27.4	0.6	8.8	-5.9	16.2	Cc1cc(Br)ccc1NC(=O)CNC(=O)CSc1ncccn1

# Remaining list, next part.
M5 antag	CHRM4 PAM	CRFBP-R2 block	CRFR2-BP ag	CHRM5 PAM	CHRM5 agonist	CHRM4 antagonist	IDE inh	CHRM4 agonist	Compound
0.6	1.5	30.8	-2.1	-1.6	-0.9	-0.9	-2.4	1.6	Cc1ccc2c(c1)/C(=N/N1C(=O)c3ccccc3C1=O)C(=O)N2
-8.1	-4.0	-2.4	-1.7	-3.6	-5.1	-17.4	-0.2	2.5	CCOC(=O)c1cn(-c2ccccc2)nc1-c1cccnc1
-4.5	5.3	-13.4	0.2	-3.1	-5.2	-7.9	-0.3	-3.5	O=C(C1CCCO1)N1N=C(c2ccc(Br)cc2)CC1c1ccco1 (stereo unspecified)
0.3	-7.7	-13.1	0.6	3.8	-3.4	-7.7	-1.0	13.2	CSCCC1NC(=O)N(CC(=O)N2N=C(c3ccc(Cl)cc3)CC2c2ccco2)C1=O (stereo unspecified)
0.9	-1.8	3.7	-2.5	-1.4	-1.7	-2.1	1.7	2.1	CC(C)C[C@H](NC(=O)c1nc[nH]c1C(=O)N(C)Cc1ccccc1)C(=O)OC(C)(C)C
6.7	0.3	0.2	1.0	-2.9	1.9	4.0	1.1	-0.4	CCn1c(SCC(=O)C(C)(C)C)nnc1-c1cccnc1
1.1	3.9	-21.3	-0.1	2.3	3.5	6.7	1.6	4.2	CCN(CC)S(=O)(=O)c1ccc(NC2c3ncccc3C(=O)N2Cc2ccccc2)cc1 (stereo unspecified)
2.7	5.9	12.3	0.4	-6.3	-1.3	-12.2	5.5	7.9	CC(C)NC(=S)Nc1ccc(Oc2ccccc2)cc1
-6.4	-0.7	-11.0	-0.2	0.6	-7.1	2.8	-4.9	0.4	O=C(CSc1nnc(CNc2ccc(F)cc2)n1Cc1ccccc1)N1CCOCC1
0.1	-8.8	-16.3	5.3	-11.5	4.0	-1.3	1.3	19.7	COc1cc(/C=N/NC(=O)c2ccncc2)ccc1OC(=O)c1cccc(F)c1
0.8	-4.0	31.5	-0.2	-0.6	2.0	1.2	4.8	0.1	COC(=O)c1nn(-c2ccccc2)c(Sc2ccc(Cl)cc2)c1/C=N/O
9.6	5.3	-2.8	1.8	5.1	2.1	-1.0	nt	-0.2	Cc1nc2[nH]c(=S)[nH]c(=O)c2nc1C
3.1	-0.7	6.1	-4.0	-2.2	4.0	-0.9	-0.5	1.1	O=C(NNc1nc2ccccc2s1)c1ccc(F)cc1
4.5	3.8	14.1	-0.3	-4.3	0.7	0.2	3.8	4.6	COc1ccc(NC2(c3ccc(Cl)cc3)C(=O)c3ccccc3C2=O)cc1
-7.3	8.9	nt	nt	10.7	-2.0	-16.7	nt	0.6	CSCCC(C(=O)NC(C)(C)C)n1c(-c2ccccc2)nc2ccccc21 (stereo unspecified)

# Structural class: those above with bromine
M5 antag	CHRM4 PAM	CRFBP-R2 block	CRFR2-BP ag	CHRM5 PAM	CHRM5 agonist	CHRM4 antagonist	IDE inh	CHRM4 agonist	Compound
10.5	-6.0	-2.4	-4.0	-27.4	0.6	8.8	-5.9	16.2	Cc1cc(Br)ccc1NC(=O)CNC(=O)CSc1ncccn1
-4.5	5.3	-13.4	0.2	-3.1	-5.2	-7.9	-0.3	-3.5	O=C(C1CCCO1)N1N=C(c2ccc(Br)cc2)CC1c1ccco1 (stereo unspecified)

# The list goes on:
M5 antag	CHRM4 PAM	CRFBP-R2 block	CRFR2-BP ag	CHRM5 PAM	CHRM5 agonist	CHRM4 antagonist	IDE inh	CHRM4 agonist	Compound
-4.6	1.7	19.5	0.5	3.1	-4.3	-5.3	3.5	1.6	OCCN1CCN(CCOc2ccccc2-c2ccccc2)CC1
4.7	-2.7	5.6	5.2	-8.9	-3.8	1.5	1.7	-1.7	Cc1ccc(C)c(N2CCN(S(=O)(=O)c3ccc4c(c3)OCCO4)CC2)c1
8.4	12.4	-10.6	1.0	12.2	-2.6	-0.9	-2.8	1.6	Cc1cc([N+](=O)[O-])cnc1N1CCOCC1
14.7	7.5	-14.5	1.4	-4.4	1.6	0.5	4.3	0.8	CCCC(c1nnnn1CC(=O)OCC)N(Cc1cc2ccc(C)cc2[nH]c1=O)C1CCCC1 (stereo unspecified)
-0.2	-6.7	0.3	-0.6	-2.6	-2.0	12.5	9.2	1.1	COc1ccccc1-c1nnc2sc(COc3ccc(Cl)cc3Cl)nn12
6.1	-3.7	-12.2	0.1	-10.9	0.1	-3.2	1.2	7.4	Cc1ccccc1OCC(=O)Nc1ccc(NC(=O)c2ccco2)cc1
-3.0	-4.7	-4.5	-0.7	3.4	1.1	2.2	8.8	0.5	CCn1c(SCC(=O)NCc2cccs2)nnc1-c1ccncc1
-1.0	-3.1	11.3	-1.3	-2.5	-6.8	-0.8	0.1	0.5	CC1CCN(C(=O)C2c3ccccc3C(=O)N3CCc4ccccc4C23)CC1 (stereo unspecified)
0.5	7.5	7.2	-1.1	2.3	0.8	-2.9	0.3	0.5	CCCCNc1cc(=O)n(C)c(=O)[nH]1
5.4	-3.0	3.4	0.2	2.7	-0.9	4.8	-1.9	2.2	Cc1ccc(-c2csc(NC(=O)CN3C(=O)CCC3=O)n2)cc1
5.6	-1.4	-9.9	0.0	-4.0	-1.7	-12.7	-4.2	0.3	O=C(CN1C(=O)C(=O)N(Cc2ccco2)C1=O)c1c[nH]c2ccccc12
-7.4	5.0	1.5	-1.2	7.7	0.5	-14.9	nt	1.1	COc1ccccc1S(=O)(=O)N(C)C[C@@H]1OCc2cnnn2CCCC(=O)N([C@@H](C)CO)C[C@@H]1C
4.3	4.3	-6.1	0.2	0.9	2.5	-0.7	-1.8	3.6	Cc1cc(C)n(C(=O)c2ccc(NC(=O)CC(C)C)cc2)n1
9.2	-4.2	12.4	1.1	-4.8	1.8	2.8	0.6	3.8	O=c1ccc(-c2ccccc2)nn1Cc1ccccc1
-5.8	-11.4	3.3	3.2	0.5	-5.8	-0.9	4.5	0.2	Cn1c(CCN2CCCCC2)nc2cc(NC(=O)NC3CCCCC3)ccc21

# Further records.
M5 antag	CHRM4 PAM	CRFBP-R2 block	CRFR2-BP ag	CHRM5 PAM	CHRM5 agonist	CHRM4 antagonist	IDE inh	CHRM4 agonist	Compound
4.8&14.5	-3.1&4.9	13.7&-10.4	-0.8&3.5	-0.8&-6.4	0.2&-0.6	-3.3&2.7	-4.9	3.7&6.0	CCN1CCN(Cc2ccc(NC(=O)c3cc(NC(=O)c4ccno4)cc(OC)c3)cc2C(F)(F)F)CC1
2.2	-0.6	-10.0	-0.2	2.4	-8.3	1.7	2.6	0.3	CC1CCCCC1NC1=NCCS1 (stereo unspecified)
8.3	1.9	-2.8	0.5	-16.7	1.2	14.1	0.6	0.7	NS(=O)(=O)c1ccc(CNC(=O)c2ccc(Cl)c(S(=O)(=O)NCc3ccccc3)c2)cc1
-8.2	3.3	-7.4	0.1	5.0	-2.3	-0.8	-1.4	-0.5	O=C(CCS(=O)(=O)Cc1ccccc1)NC1CCCCC1
3.4	-6.3	-23.3	6.8	6.1	-2.5	8.6	-1.0	-0.2	O=C(NCCc1ccccc1)c1c(O)c2ccccc2[nH]c1=O
-1.1	-6.5	5.9	-6.2	5.6	-4.3	0.0	6.6	-0.6	O=C1/C(=C/c2ccccc2)CSc2sccc21
-11.5	1.6	-2.7	0.4	9.6	-2.8	-1.6	3.8	6.1	CCCn1c(=O)c2c(nc3n2CC(C)CN3Cc2ccccc2)n(C)c1=O (stereo unspecified)
8.9	-1.6	11.0	3.2	-9.9	0.3	-7.3	3.9	9.2	CCOC(=O)Cc1csc(/N=C/c2c(O)n(-c3ccccc3C(F)(F)F)c(=O)c3ccccc23)n1
11.0	2.6	16.2	-0.6	6.5	-4.4	-11.9	-4.0	-0.6	O=C(CCSc1ccccc1)Nc1ccccc1Br
-0.7	5.3	-1.8	-1.7	-1.9	3.0	-29.3	-2.2	0.7	O=C(CCN1C(=O)[C@@H]2Cc3ccccc3CN2C1=O)N[C@@H](Cc1ccccc1)C(=O)O
0.4	1.5	22.5	-2.0	-3.6	-0.8	5.1	5.2	0.4	Cc1ccc2[nH]c(=O)c(CN(CC3CCCO3)C(=O)c3ccncc3)cc2c1 (stereo unspecified)
11.3	-3.8	-127.3	89.8*	-5.1	4.9	4.5	7.8	4.5	CCOC(=O)CN1C(=O)S/C(=C/C=C/c2ccc(N(C)C)cc2)C1=O

# Screening data: PubChem, several laboratories
